Screening data: PubChem, National Center for Advancing Translational Sciences (NCATS)
PTHR1 agonist: qHTS for PTHR1 Agonists: Primary Screen; HEK293 GP2 PTHR1 cells, GloSensor cAMP luminescence, 1 h; Potency, µM (highest dose often 115 µM), for inactives: top-dose activation, hits mostly activators; actives 0.075% (n = 410,000); AID 743266, 2014; note: potency is the fitted concentration of half-maximal effect; nearly all actives have a fitted effect of over 55% in size; some results filed as inactive show a strong effect at the top dose; inactives centre near -15; many of its hits are not listed in these tables
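HEK-293-derived GP2 cells expressing PTHR1 and a GloSensor cAMP reporter, 3,000/well, plated overnight, given luciferin plus IBMX (each 0.5 mM as added) for 1 h at 37 °C, then compound for 1 h at 37 °C. Luminescence was read after 15 min at room temperature.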
DRD3 agonist: qHTS of D3 Dopamine Receptor Agonist: qHTS | D(3) dopamine receptor (Homo sapiens), P35462 | D3R DiscoveRx beta-arrestin cells, luminescence, 90 min | max activation, % | actives 0.58% (n = 410,000) | AID 652048, 2013; in the data active = max activation above about 30%; note: 0% is about no effect; mostly tested at two doses, the higher about 12 µM
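Agonist mode: compounds and dopamine controls were applied to plated cells for 90 min at 37 degrees C after an overnight attachment at 1500 cells/well. Luminescent read-out followed 30 - 60 minutes at room temperature with DiscoveRx detection reagent.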
CCT modulator: High-Throughput Screening for Modulators of Cytosolic Chaperonin Activity; activity change, % (test concentration not listed), hits read low; actives 0.3% (n = 360,000); purified chaperonin ATPase assay, HTRF ADP detection, 30 min; in the data active = activity change below about -30%; note: % is set by controls: 0 for no effect and ±100 for the full control effect
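TRiC (40 or 20 nM final, by batch activity) in 30 mM Tris pH 7.4, 100 mM KCl, 5 mM MgCl2, 1 mM DTT was treated with compound at 76 uM single dose, then 10 uM ATP, 30 min at 37 °C. ADP was read by HTRF Transcreener.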
DRD3 antagonist: qHTS of D3 Dopamine Receptor Antagonist: qHTS; max response, negative = inhibition, %; D3R cells, DiscoveRx beta-arrestin luminescence, antagonist mode; stronger effect = lower value; actives 2.5% (n = 360,000); in the data active = max response below about -50%; inconclusive = no clear call, values can overlap the other calls; note: % is set by controls: 0 for no effect and ±100 for the full control effect; mostly tested at two doses, the higher about 12 µM
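Cells expressing the human receptor were seeded at 1500 cells/well, incubated overnight at 37 degrees C in 5% CO2, then exposed to library compounds with dopamine controls for 90 minutes at 37 degrees C before luminescent detection.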
EPAC2 agonist: qHTS for Agonist of cAMP-regulated guanine nucleotide exchange factor 4 (EPAC2): primary screen. Rap guanine nucleotide exchange factor 4 (Homo sapiens), Q8WZA2. EPAC2 activation, biochemical qHTS; response scale: 100% = 6.5 mM cAMP response. Potency, µM (series often up to 154 µM), for the others: top-dose activation, hits mostly activators. actives 0.079% (n = 360,000); note: potency is the fitted concentration of half-maximal effect; nearly all actives have a fitted effect of over 50% in size
Target sequence (Q8WZA2 whole entry, looked up): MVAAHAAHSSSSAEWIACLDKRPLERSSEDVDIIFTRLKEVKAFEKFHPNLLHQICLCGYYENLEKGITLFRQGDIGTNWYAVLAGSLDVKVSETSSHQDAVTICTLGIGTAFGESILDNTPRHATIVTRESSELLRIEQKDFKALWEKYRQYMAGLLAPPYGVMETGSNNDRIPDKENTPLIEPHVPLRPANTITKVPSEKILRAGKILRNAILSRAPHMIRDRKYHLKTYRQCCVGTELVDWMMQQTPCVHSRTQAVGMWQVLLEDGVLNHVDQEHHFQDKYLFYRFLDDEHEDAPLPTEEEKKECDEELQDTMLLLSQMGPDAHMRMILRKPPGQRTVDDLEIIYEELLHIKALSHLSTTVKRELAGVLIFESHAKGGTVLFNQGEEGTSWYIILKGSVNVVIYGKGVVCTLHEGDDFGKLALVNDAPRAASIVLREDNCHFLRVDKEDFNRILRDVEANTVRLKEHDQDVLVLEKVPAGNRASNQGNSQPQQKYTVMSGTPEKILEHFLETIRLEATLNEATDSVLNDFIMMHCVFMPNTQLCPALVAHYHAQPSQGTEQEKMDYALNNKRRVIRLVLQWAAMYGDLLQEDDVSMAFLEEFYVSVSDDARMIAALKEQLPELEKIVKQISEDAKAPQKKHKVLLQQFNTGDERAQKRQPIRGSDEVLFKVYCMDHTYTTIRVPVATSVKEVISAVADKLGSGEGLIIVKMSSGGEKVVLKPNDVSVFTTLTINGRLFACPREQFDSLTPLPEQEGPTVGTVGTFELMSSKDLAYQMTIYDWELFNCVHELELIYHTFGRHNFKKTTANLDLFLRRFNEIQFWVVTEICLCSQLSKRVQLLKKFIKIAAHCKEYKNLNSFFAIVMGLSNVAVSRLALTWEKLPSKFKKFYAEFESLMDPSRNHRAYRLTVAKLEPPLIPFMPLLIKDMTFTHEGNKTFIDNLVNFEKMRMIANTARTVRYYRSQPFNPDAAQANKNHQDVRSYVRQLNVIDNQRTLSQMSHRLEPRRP
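Fluorescence exchange assay: 100 nM EPAC2 with 250 nM RAP1B-BODIPY-GDP and 50 uM GDP; compounds tested as a concentration-titration series (qHTS). Loss of Rap1-bound BODIPY-GDP fluorescence read at 480/540 nm; data normalized to 6.5 mM cAMP.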
pAkt inh: HTS Assay for Inhibitors of Akt Phophorylation: Primary Screen; Neuro2A IGF-stimulated pAkt S473 HTRF, 20 min; stronger effect = lower value; activity change, % for hits at 50 µM; actives 0.32% (n = 360,000); in the data active = activity change below about -80%; inconclusive = mostly about -51% to -80%; note: % is set by controls: 0 for no effect and ±100 for the full control effect
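Neuro2A cells (4,500/well, DMEM with 0.5% FBS) were treated with compound at a single 50 µM final concentration, stimulated with 6 nM IGF for 20 min at 37 °C, and lysed. Phospho-Akt Ser473 was read by HTRF as 665/615 ratio ×10^4.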
EPAC2 antag: qHTS for Antagonist of cAMP-regulated guanine nucleotide exchange factor 2 (EPAC2): primary screen; Rap guanine nucleotide exchange factor 4 (Homo sapiens), Q8WZA2; EPAC2 GEF exchange of Rap1B-BODIPY-GDP, fluorescence; Potency, µM (titrated, usually from 114 µM), for the others: at the top dose activity, negative = inhibition, hits mostly inhibitors; actives 0.18% (n = 360,000); note: potency is the fitted concentration of half-maximal effect; % is set by controls: 0 for no effect and ±100 for the full control effect; nearly all actives have a fitted effect of over 45% in size; many of its hits are not listed in these tables
MmCpn inh: Inhibitors of TCP-1 ring complex (TRiC) of Methanococcus maripaludis (MmCpn): qHTS; actives 0.031% (n = 330,000); purified Mm-Cpn ATPase, ADP Transcreener TR-FRET; Chaperonin Mm-Cpn (Methanococcus maripaludis); Potency, µM (top dose mostly 76.9 µM), for the others: top-dose activity, negative = inhibition, hits mostly inhibitors; note: potency is the fitted concentration of half-maximal effect; % is set by controls: 0 for no effect and ±100 for the full control effect; nearly all actives have a fitted effect of over 80% in size
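Eu-cryptate anti-ADP/ADP-d2 competition gives a ratio inversely related to ADP. Enzyme at 25 nM was pre-exposed to compound for 10 min, then given 10 uM ATP for 30 min, 37°C throughout.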
Numbers without * were called inactive; i = inactive; ? = inconclusive; . = no result given; [ ] = remark or other dose. Unless noted, calls come from the whole dose curve; as a rule, active = well fitted curve in the direction sought with a large enough effect; inconclusive = small, poorly fitted or top-dose-only effect, or another doubt; inactive = no such curve, though single readings can be large; an effect the other way counts as inactive or inconclusive.

SMILES	PTHR1 agonist	DRD3 agonist	CCT modulator	DRD3 antagonist	EPAC2 agonist	pAkt inh	EPAC2 antag	MmCpn inh
CN(C)S(=O)(=O)n1cc(/C=C(\NC(=O)c2ccccc2)C(=O)N2CCCCC2)c2ccccc21	-24%	-2	-8.2	39	4%	i	-4%	.
CCC(C)[C@H](NC(=O)NCc1ccccc1Cl)C(=O)O (some centres undefined)	i	11	-0.1	8	8%	i	2%	1%
O=C(NCC1CCCCC1)NCC1CCCCC1	-21%	-13	1.1	21	8%	i	5%	.
CCOC(=O)C1CCN(C2=C(NS(=O)(=O)c3ccc(Br)cc3)C(=O)c3ccccc3C2=O)CC1	-49%[inhibitor]	-12	-0.1	-18	6%	i	-3%	-2%
Cc1ccc(N2C(=O)c3n[nH]c(C)c3C2c2ccco2)cc1 (centres undefined)	-12%[57.5 µM]	2	0.1	11	-1%	i	8%	-2%
O=CNc1ccc2c(c1)Cc1cc([N+](=O)[O-])ccc1-2	-12%	-2	-11	0	3%	i	9%	.
NCCOc1ccccc1-c1ccccc1	-14%[57.5 µM]	-27	0.1	-4	6%	i	4%	0%
C=CCOc1cccc(C(=O)N2CCCC(Nc3ccc(F)cc3)C2)c1 (centres undefined)	-42%[inhibitor]	-17	-0.6	-8	11%	i	3%	.
CN(c1ccccc1C(=O)NCc1ccccc1Cl)S(=O)(=O)c1ccccc1	-22%	3	1.1	4	6%	i	-16%	1%
CC(C)c1csc(CN2CCC(CO)(Cc3cccc(F)c3)CC2)n1	-87%[inhibitor]	-8	-3.9	-29	9%	i	-9%	3%
COc1ccc(-c2ccccc2)cc1NCc1ccc(OC)c(OC)c1	i	-2	-1.1	-5	5%	i	-7%	-3%
Cc1cccc(OCc2nnc(SCC(=O)c3ccccc3)o2)c1	i	1	-1.1	13	2%	i	-4%	-16%
CCC(=O)OCc1cc2cccc(C)c2[nH]c1=O	i	-1	-0.2	?	11%	i	0%	3%
O=C(c1ccc(Cl)s1)N1CCCC1	i	23	-0.1	-4	3%	i	19%	?
CCOC(=O)N1CCN(C(=O)C2CCC(=O)N(Cc3ccccc3OC)C2)CC1 (centres undefined)	-4%	7	-0.3	0	4%	i	-1%	.
O=C(Cc1ccc(-n2c(=O)c3ccccc3n(Cc3ccccc3Cl)c2=O)cc1)NCC1CCCO1 (centres undefined)	-28%	1	-2.4	-7	10%	i	7%	-1%
CCOC(=O)C1CCCN(C(=O)c2cncc(Br)c2)C1 (centres undefined)	i	5	-1.7	0	-6%	i	14%	1%
CC(C)(C)c1cc(NC(=O)C2(C)CCN2C(=O)C2(c3ccccc3)CCCC2)no1 (centres undefined)	i	-6	0.2	-19	-2%	i	1%	.
CC(=O)c1ccc(NC(=O)CNCC(c2ccccc2)N(C)C)cc1 (centres undefined)	i	3	-4.7	-13	7%	i	11%	-2%
COC(=O)C1=C(C)NC(=O)C1(NS(=O)(=O)c1ccc(C)cc1)C(F)(F)F (centres undefined)	i	2	0.7	-5	0%	i	16%	-2%
Cc1ccccc1-c1nnc2c3ccccc3c(C)nn12	-16%[57.5 µM]	1	-1.3	2	0%[15.6 µM]	.	-7%	0%
O=C(Nc1nc2c(Br)cccc2s1)C1CC1	-12%	3	-2.4	16	8%	i	-28%	2%
O=C(NCCCN1CCOCC1)c1cc(C(=O)C2CC2)c[nH]1	-3%[57.5 µM]	-3	0.3	-13	3%	i	13%	2%
COc1ccc(OCC(O)CNC(=O)c2ccc(Br)cc2)cc1 (centres undefined)	i	10	-4.4	14	1%	i	9%	-2%
CSCCC(NC(=O)COc1ccccc1)C(=O)N1CCN(c2ccccc2)CC1 (centres undefined)	i	-1	-1.5	-21	14%	i	0%	?
CC(C)=CC(=O)Nc1nnc(-c2cccnc2)s1	13%	-5	2.3	-15	2%	i	12%	-1%
O=C(c1ccc2ccccc2c1)N1CCCCC1	-10%	-3	0.2	-12	11%	i	-15%	1%
CS(=O)(=O)N1CCN(c2ncnc3c2cnn3-c2ccccc2)CC1	-59%[inhibitor]	1	0.2	-6	3%	i	-5%	-5%
Cc1ccc(CNC(=O)C(=O)NCC2OCCN2S(=O)(=O)c2cccs2)cc1 (centres undefined)	i	3	-2.5	14	0%	i	7%	-1%
CN(C)C1=NC[C@H](Cc2ccccc2)N1CCC1CCCC1	i	-29	-2.1	-6	6%	i	11%	-1%
O=C(NC1CCCCC1)N1CCN(c2ccccc2Cl)CC1	i	-5	0.3	3	-1%	i	0%	-3%
O=C(Nc1ccnn1C1CCN(C2CCC2)CC1)c1ccccc1Cl	i	4	-0.2	-5	1%	i	1%	1%
O=C(CSc1ncnc2c1nnn2Cc1ccccc1F)NCC1CCCO1 (centres undefined)	-2%	0	-0.6	-13	20%	i	-3%	-3%
Cc1cccc(CSc2nnc(-c3ccco3)n2C)c1	-29%	-4	-2.1	-21	7%	i	1%	0%
COc1ccc2nc(SCC(=O)NC3CC3)c(C#N)cc2c1	i	5	0.6	4	3%	i	3%	2%
CN(C)CCCN(CCCN(C)C)C(=S)Nc1ccc(S(=O)(=O)N2CCOCC2)cc1	i	3	-1.3	15	0%	i	-7%	2%
O=C(O)c1ccc(C[n+]2c(-c3ccccc3)csc2Nc2ccccc2)cc1	-22%	1	-3.5	?	-10%	i	-4%	2%
COC(=O)Cc1csc(Nc2ccc(F)c(Cl)c2)n1	-19%	4	-2.3	-4	3%	i	-7%	3%
CS(=O)(=O)N(Cc1ccccc1)c1ccc(C(=O)N2CCN(c3cccc(Cl)c3)CC2)cc1	i	-21	-0.6	-10	9%	i	-1%	-2%
COc1cccc(C=NNC(=O)CCCC(=O)NN=Cc2cccc(OC)c2)c1	-13%	10	-1.0	20	4%	i	-3%	.
Cc1nn(C(C)C(=O)NCCC2=CCCCC2)c(=O)c2nn(-c3ccccc3)c(C)c12 (centres undefined)	-45%[inhibitor]	-7	1.1	-25	8%	i	4%	?
CN(C)C(=O)c1cn(-c2ccccc2)c(=O)c2ccccc12	?	-4	-2.9	?	7%	i	-1%[57.1 µM]	1%
O=C(NC1CC(=O)N(c2ccc(F)cc2)C1)N1CCN(C(=O)c2ccco2)CC1 (centres undefined)	i	-2	2.0	3	-1%	i	-4%	0%
CCOc1cc(C(=O)OCC(=O)Nc2cccc(C)c2)ccc1OCC(=O)N1CCOCC1	i	9	-2.0	2	12%	i	4%	1%
COC(=O)c1cc2ccsc2n1Cc1cc(=O)n2ccccc2n1	-25%	1	-0.6	-10	14%	i	1%	-1%
Cc1ccccc1-c1nc(CS(=O)(=O)CC(=O)N2CCc3ccccc3C2)c(C)o1	-40%[inhibitor]	-7	1.5	-14	6%	i	-12%	-3%
Brc1cccc(CNCCCN2CCOCC2)c1	i	-13	0.8	?	-6%	i	1%	-2%
CC(C)[C@H](NC(=O)c1ccccc1)C(=O)OCC(=O)c1ccccc1F	i	-7	-2.8	-12	18%	i	-7%	2%
CCN(CC)S(=O)(=O)c1ccc(Cl)c(NC(=O)CSc2cccc[n+]2[O-])c1	i	3	0.1	-4	6%	i	5%	-1%
Cc1ccc2nc3c(c(Nc4cccc(O)c4)c2c1)CCC3	i	-1	-1.8	-5	3%	i	-2%	1%

3 entries picked at random from those above:
SMILES	PTHR1 agonist	DRD3 agonist	CCT modulator	DRD3 antagonist	EPAC2 agonist	pAkt inh	EPAC2 antag	MmCpn inh
CCOc1cc(C(=O)OCC(=O)Nc2cccc(C)c2)ccc1OCC(=O)N1CCOCC1	i	9	-2.0	2	12%	i	4%	1%
Cc1cccc(CSc2nnc(-c3ccco3)n2C)c1	-29%	-4	-2.1	-21	7%	i	1%	0%
CCN(CC)S(=O)(=O)c1ccc(Cl)c(NC(=O)CSc2cccc[n+]2[O-])c1	i	3	0.1	-4	6%	i	5%	-1%

(list continues)
SMILES	PTHR1 agonist	DRD3 agonist	CCT modulator	DRD3 antagonist	EPAC2 agonist	pAkt inh	EPAC2 antag	MmCpn inh
CCOC(=O)CON1C(=O)C(=O)N(OCC(=O)OCC)[C@H]2CCCC[C@H]21	i	6	-1.6	8	6%	i	5%	0%
O=C1CC2(CCN(C(=O)c3ccc(Br)cc3)CC2)Oc2ccccc21	-21%	-13	0.4	-4	0%	i	1%	0%
Cc1ccccc1NC(=O)/C(=C/c1ccco1)c1ccccc1	-2%	4	-1.8	13	2%	i	3%	0%
COc1ccccc1-n1ccn(CC(=O)Nc2ccc(C)cc2Cl)c(=O)c1=O	-22%	4	0.3	25	3%	i	13%	-1%
CC(=O)N1c2ccc(S(=O)(=O)NCC3CCC(C(=O)N4CCCC(C)C4)CC3)cc2CC1C (centres undefined)	-12%	5	-2.0	11	-6%	i	-2%	-2%
CC(C)N(CC(N)=O)C(=O)c1sc2cc(F)ccc2c1Cl	-22%	0	-2.4	-12	14%	i	5%	?
Cc1c(C=C2C(=O)c3ccccc3C2=O)cc(C#N)n1C	-41%[inhibitor]	7	-1.5	6	0%	i	-7%	4%
CN(C(=O)c1ccc(Oc2ccc([N+](=O)[O-])cc2)cc1)C1CCCCC1	-41%[inhibitor]	7	0.8	6	16%	i	-14%	2%
C=CC[C@H](CC(=O)NCCO)C(=O)NCCOC(=O)[C@@H](CC=C)Cc1ccc(F)cc1	1%	-2	-1.6	?	-2%	i	6%	2%
CCCCC1Cc2[nH]c(=S)[nH]c(=O)c2C(c2ccc(C(C)C)cc2)O1 (centres undefined)	-18%	-3	0.3	0	-9%	i	?	.
Cc1cccc(NCc2ccccc2O)c1	-2%[57.5 µM]	5	-1.8	-19	16%	-101%*	-3%	-1%

Some of the compounds tested (hit frequency here may not be typical).
